GPR55 beta-arrestin = GPR55 agonists via beta-arrestin recruitment, primary screen, imaging, U2OS cells, beta-arrestin-GFP redistribution (AID 1961) | U2OS GPR55 beta-arrestin-GFP redistribution imaging; higher % means a stronger effect | activation, % at 10 µM, or EC50 in µM where a hit was titrated | 290,000 tested, 0.048% active;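 active = activation above 40% with more than 50 cells counted in the well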;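 note: U2OS osteosarcoma cells stably expressing GPR55 and beta-arrestin-GFP; plate controls were DMSO negative control for no effect and LPI positive control for full effect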
KOR beta-arrestin-1 = KOR agonists, beta-arrestin recruitment, primary screen, cell-based, luminescence, uHTS (AID 1777) | KOR beta-arrestin recruitment, luminescence; higher % means a stronger effect | activation, % at 10 µM; hits with a dose series show EC50 in µM | 280,000 tested, 0.02% active; in the data active = activation above about 50%, passing the limit was not always enough; note: a part of the inactive calls stands beside numbers as strong as those of hits
Myeloid diff MLP = myeloid differentiation induction | calls only at 10 µM | AID 624256 | 360,000 tested, 1% active | ER-HoxA9 myeloid progenitors, lysozyme-GFP differentiation, flow cytometry;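 active = normalized GFP-positive differentiation at or above the plate's own cutoff, the solvent-only control mean plus 3 SD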;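 note: cells exposed to compound for four days before flow analysis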
NOD1 inhibition = NOD1 signaling inhibitors, primary screen, cell-based, luminescence, uHTS (AID 1578) | NOD1-driven NF-kB luciferase reporter cells, luminescence; higher % means a stronger effect | 290,000 tested, 1% active | inhibition, % at 4 µM, or EC50 in µM where a hit was titrated; in the data active = inhibition mostly above about 36%, no sharp cut-off; inactive = mostly below about 34%;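 note: HEK-293T reporter cells stimulated with the NOD1 agonist gamma-tri-DAP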
NOD2 inhibition = NOD2 signaling inhibitors, cell-based, luminescence, uHTS, HEK293 (AID 1566); HEK293 NOD2/NF-kB luciferase reporter, luminescence; higher % means a stronger effect; inhibition, % at 4 µM, or EC50 in µM where a hit was titrated; 290,000 tested, 0.63% active; note: many of its hits are not listed in these tables
GPR35 arrestin U2OS = inhibition of zaprinast-stimulated GPR35 beta-arrestin translocation – imaging, U2OS, beta-arrestin-GFP, zaprinast agonist, primary screen (AID 2058); 290,000 tested, 0.052% active; U2OS GPR35 beta-arrestin-GFP translocation imaging, zaprinast antagonism; higher % means a stronger effect; inhibition, % at 10 µM; hits with a dose series show IC50 in µM;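 active = inhibition of at least 50% with at least 30 cells and total cytoplasm GFP at most 10,000,000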
GPR55 antagonists = GPR55 antagonists blocking LPI-driven arrestin recruitment, primary screen, imaging, U2OS, beta-arrestin-GFP, LPI agonist (AID 2013) | U2OS GPR55 beta-arrestin-GFP translocation imaging, LPI antagonism; higher % means a stronger effect | one-dose inhibition, % at 10 µM; IC50 in µM for titrated hits | 290,000 tested, 0.13% active;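 active = spots per cell inhibited over 60%, with over 100 cells counted and total cytoplasm intensity under 500,000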;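 note: U2OS cells stably carrying GPR55 and arrestin-GFP stimulated by 5 µM LPI near EC80; imaged beta-arrestin-GFP aggregate spots per cell after agonist stimulation; plate controls were LPI-stimulated DMSO wells for no effect and DMSO wells without LPI for full effect; some results filed as inactive read as strong as hits; confirmed hits need IC50 under 10 µM and bright autofluorescent wells are also inconclusive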
KOR beta-arrestin-2 = kappa opioid receptor blockers – cell-based, luminescence, uHTS (AID 1778); inhibition, % at 10 µM; hits with a dose series show IC50 in µM; KOR beta-arrestin recruitment, luminescence, antagonist mode; higher % means a stronger effect; 290,000 tested, 0.091% active; note: strong numbers were not always called active
HIV fusion peptide = inhibitors of HIV fusion peptide binding, primary screen, biochemical, uHTS, fluorescence dequenching (AID 1986) | cell-free peptide binding, fluorescence dequenching, 30 min; higher % means a stronger effect | one-dose inhibition, % at 20 µM; IC50 in µM for titrated hits | 290,000 tested, 0.3% active; in the data active = inhibition mostly above about 52%, no sharp cut-off; inactive = mostly below about 76%; note: some results filed as inactive read as strong as hits
Myeloid diff MLP GFP+ MAC1+ % = second read-out of Myeloid diff MLP, no call of its own (marks repeat the call); GFP+ MAC1+ double positive, %; measured here: differentiation confirmed by MAC1 staining
* marks the source's active call; other numbers are inactive results; i = inactive; . = no result given; [ ] = remark or other dose. Cut-off read from the data, not from the text of the source, unless noted: active = inhibition above about 50%; inactive = the rest.

Under each structure – GPR55 beta-arrestin, KOR beta-arrestin-1, Myeloid diff MLP, Myeloid diff MLP GFP+ MAC1+ %, NOD1 inhibition, NOD2 inhibition, GPR35 arrestin U2OS, GPR55 antagonists, KOR beta-arrestin-2, HIV fusion peptide
#1 CCOc1ccc(N(C)C(=O)CCc2nnc3ccc(N4CCOCC4)nn23)cc1
  -0.2%, -1.8%, i, 0.9, 2%, 18%, 9%, -12%, -39%, -1.5%
#2 CCC1=NN(C(=O)Cc2ccc(OC)cc2)C(O)(C(F)(F)F)C1 (centres undefined)
  0.6%, 5.5%, i, 0.8, ., 13%, 2%, -4%, -14%, -2.2%
#3 CCC(C)Nc1nc(N)c([N+](=O)[O-])c(NC2CCCCC2)n1 (centres undefined)
  -0.1%, -4.9%, i, 0.4, -7%, 12%, 1%, 10%, 0%, -0.4%
#4 O=C(CN(Cc1ccco1)C(=O)c1cc(=O)[nH]c2ccccc12)Nc1ccccc1Br
  0.3%, -2.9%, i, 0.7, -38%, 5%, -7%, 8%, 13%, 3.7%
#5 C=CCc1cc(/C=N/NC(=O)CSc2nnc(CCCc3ccc(OC)cc3)o2)cc(OC)c1O
  -0.1%, -10%, i, 0.7, -1%, 11%, 12%, 2%, 4%, 1.2%
#6 COc1cccc2sc3ccc(C#CC4(N)CCCCC4)cc3c(=O)c12
  0.6%, 2.3%, i, 3.2, 1%, 8%, 0%, 24%, -69%[20 µM], -0.8%
#7 Cc1ccc(CCNC(=O)CN(c2ccc(C)cc2)S(=O)(=O)c2c(C)noc2C)cc1
  -0.2%, -2.8%, i, 1.0, -18%, 0%, 2%, 0%, 0%, 0.6%
#8 COc1cc2c(cc1NC(=O)Nc1cccc(C)c1)oc1ccccc12
  0.3%, 0.8%, i, 0.2, -26%, -17%, -4%, 5%, -24%, -2.3%
#9 Cc1ccc(C(C(=O)NC2CCCCC2)N(CCCN2CCOCC2)C(=O)c2snc(C(N)=O)c2N)cc1 (centres undefined)
  -0.3%, -4.4%, i, 0.2, -19%, 8%, 9%, 3%, 8%, 0.2%
#10 Cc1cc(C)nc(NS(=O)(=O)c2ccc(NC(=O)CSc3ncn[nH]3)cc2)n1
  0.5%, -3.0%, i, 0.1, -24%, 14%, -13%, 4%, -27%[20 µM], -0.4%
#11 Cc1cccc(S(=O)(=O)c2c(N)n(/N=C/c3ccccc3)c3nc4ccccc4nc23)c1
  -0.1%, -2.2%, i, 1.0, -18%, 1%, -5%, 6%, 5%, 2.0%
#12 CC(=O)N(CCc1ccccc1C)Cc1cc2cc(C)ccc2[nH]c1=O
  -0.2%, 2.1%, i, 1.1, -34%, 10%, 13%, 4%, -46%[20 µM], 0.0%
#13 Cc1cc(C)n(C(=O)CCCCCCCCC(=O)n2nc(C)cc2C)n1
  0.2%, 2.0%, i, 0.4, -37%, 16%, -6%, 13%, 14%, 5.0%
#14 Cc1ccc(CC(=O)Nc2ccc(S(=O)(=O)Nc3nccc(C)n3)cc2)cc1
  -0.2%, -7.4%, i, 1.8, 21%, 14%, 4%, 0%, -8%[20 µM], -0.8%
#15 CCOc1cc(C(=O)NCCCn2ccnc2)cc(OCC)c1OCC
  -0.1%, 7.9%, i, 0.2, -31%, 3%, 4%, -8%, 7%, 0.1%
#16 Cc1ccc(CC2C(=O)N(c3ncccn3)C(=O)C2C)cc1 (centres undefined)
  -0.1%, -6.8%, i, 1.6, -29%, 15%, 9%, -5%, 2%, -1.0%
#17 Cc1ccc(NC(=O)CCNS(=O)(=O)c2ccc3[nH]c(=O)oc3c2)cc1C
  -0.1%, 9.6%, i, 0.6, 0%, 15%, -4%, 4%, -11%, -0.2%
#18 Cc1nn(C)c(C)c1S(=O)(=O)NCc1cccs1
  -0.2%, 1.1%, i, 0.8, -5%, 12%, 5%, 8%, -24%, -3.5%
#19 O=C(Oc1ccccc1C(=S)N1CCOCC1)c1cccc([N+](=O)[O-])c1
  0.0%, -3.1%, i, 1.1, -8%, -17%, -2%, 12%, 10%, 0.3%
#20 O=C(O)CCCC(=O)N1CCOCCOCCOCCOCC1
  -0.1%, -5.7%, i, 0.7, -10%, 3%, 1%, -4%, -6%, -1.7%
#21 Cc1cc(C)n(-c2n[nH]c(=O)c3ccccc23)n1
  -0.2%, 1.8%, i, 0.0, -14%, 10%, 1%, 3%, 14%, 0.2%
#22 CCOC(=O)c1cccc(NC(=O)CNC(=O)C2CCCCC2)c1
  0.3%, 0.8%, i, 6.5, -7%, 8%, -4%, 4%, -12%, -1.2%
#23 CCOC(=O)C1(CCc2ccccc2)CCN(C(=O)c2occc2C)CC1
  0.1%, -3.2%, i, 1.2, -21%, 3%, 3%, 1%, -20%, -1.2%
#24 COc1ccc(N(CC(=O)NCc2cccnc2)S(=O)(=O)c2c(C)nn(C)c2C)cc1
  -0.1%, 4.3%, i, 2.2, 5%, 3%, 6%, 13%, 11%, 3.6%
#25 O=S(=O)(c1ccccc1Cl)N1CCCC1c1nc(-c2ccc(Cl)cc2)no1 (centres undefined)
  -0.3%, -4.0%, i, 1.3, 29%, 10%, 6%, 7%, -17%, -0.8%
#26 O=C(CN1CCCCCC1)Nc1ccc(F)c(F)c1F
  -0.2%, -2.0%, i, 0.7, 0%, 7%, 4%, -17%, 12%, -1.0%
#27 CCOc1ccc(S(=O)(=O)N(CC)CC)cc1NC(=O)c1ccc(N2CCCC2=O)cc1
  -0.1%, -2.3%, i, 1.9, -6%, 19%, -3%, 18%, 16%, 0.1%
#28 O=C(Nc1ccc(Cl)c(Cl)c1)N(Cc1cccnc1)Cc1ccco1
  ., -4.0%, i, 0.7, -13%, 3%, 2%, 13%, 32%, -0.6%
#29 COc1ccccc1CNC(=O)CN1C(=O)NC(C)(c2ccc(C)cc2)C1=O (centres undefined)
  -0.2%, 9.6%, i, 0.9, 36%, -6%, -2%, -48%, -14%, -0.3%
#30 O=C(NC1CCCC1)C(c1ccco1)N(C(=O)c1csnn1)c1ccccc1 (centres undefined)
  0.0%, -0.3%, i, 0.6, -66%, -5%, 7%, 0%, -1%, -0.1%
#31 COc1ccc2c(c1)nc(NCCCO)n2Cc1ccccc1
  -0.1%, -0.9%, i, 0.6, 3%, 22%, -10%, -8%, 30%, 0.6%
#32 CC(C)[C@H]1COCCS(=O)(=O)N1Cc1ccc(Cl)cc1
  0.2%, -0.8%, i, 0.5, -12%, 3%, -3%, 0%, -29%[20 µM], 2.0%
#33 CCOc1ccc(C(C)=O)cc1COc1ccc(-n2cnnn2)cc1
  0.0%, -4.8%, i, 1.7, -12%, 0%, -6%, 16%, 0%, -3.3%
#34 COc1ccc(-c2nn(-c3ccccc3)cc2C(=O)N/N=C/c2ccc([N+](=O)[O-])o2)cc1
  -0.1%, 43%, i, 0.1, -9%, 50%, 8%, -6%, i, 56%
#35 O=C(O)Cn1ncc2ccccc2c1=O
  0.1%, 29%, i, 0.2, -6%, 15%, 4%, 5%, 15%, -0.1%
#36 CC(C)OC(=O)c1cc(NC(=O)C2C3C=CC(O3)C2C(=O)O)cc(C(=O)OC(C)C)c1 (centres undefined)
  -0.1%, -4.1%, i, 0.5, 8%, 15%, 7%, 2%, -18%, 2.3%
#37 O=C1NC2=C(C(=O)CCC2)C(c2ccc3ncccc3c2)N1 (centres undefined)
  0.0%, -1.0%, i, 2.0, -4%, 21%, -7%, 8%, 9%, 2.0%
#38 O=C(NCc1cccnc1)C1CCN(C(=O)c2ccc(Cl)cc2Cl)CC1
  -0.1%, -1.8%, i, 0.5, -14%, 11%, -9%, -1%, 31%, -1.1%
#39 C[C@@H]1NC(=O)[C@H](CCC(N)=O)NC(=O)c2cc([N+](=O)[O-])cc(I)c2NCC[C@@H](C(N)=O)NC1=O
  0.2%, 0.6%, ., ., -49%, -16%, -6%, 7%, -35%, 6.3%
#40 Cc1cccnc1NCC(O)COc1ccccc1 (centres undefined)
  0.2%, -5.1%, i, 0.2, -5%, 14%, -6%, 4%, -2%, -0.1%
#41 Cc1onc(-c2ccccc2Cl)c1C(=O)OCC(=O)c1c(N)n(C)c(=O)n(C)c1=O
  -0.3%, -2.1%, ., ., -8%, 7%, 5%, -5%, 0%, -0.6%
#42 CC(C)(C)C(=O)Nc1ccc(-c2cn3cccnc3n2)cc1
  0.0%, -1.8%, i, 0.6, -10%, -46%, 7%, -5%, 10%, 0.3%
#43 O=C(O)C1Nc2c(O)cc(Cl)c([N+](=O)[O-])c2C2C=CCC12 (centres undefined)
  0.1%, 1.0%, i, 0.1, -31%, 12%, 0%, -4%, 0%, 67%
#44 COc1ccc(C(=O)N2CCN(CCNC(=O)C(=O)Nc3ccc(F)cc3)CC2)cc1OC
  -0.1%, -1.6%, i, 0.6, -21%, -4%, -12%, -2%, -4%, -1.1%
#45 O=C(NCCCN1CCCC1=O)Nc1cc(Cl)ccc1Cl
  0.0%, 0.0%, i, 1.1, -21%, 5%, -3%, -4%, -10%, 1.3%
#46 CC(C)n1cc(CN2CCCC(CO)(Cc3cccc(Cl)c3)C2)cn1 (centres undefined)
  -0.2%, 1.7%, i, 0.1, -10%, -9%, 0%, -12%, -26%, -0.4%
#47 CC(C)(C)NC(=O)Cn1nnc(-c2cccs2)n1
  0.1%, -0.1%, i, 1.1, ., 2%, 2%, 15%, 12%, 0.1%
#48 CCOC(=O)c1ccc(S(=O)(=O)N2CCN(C(=O)CSc3nc4ccccc4o3)CC2)cc1
  -0.3%, 2.2%, i, 0.5, -15%, -2%, -7%, 7%, 19%, 1.0%
#49 Cc1[nH]nc2ncc(C(=O)c3cc(Cl)cc(Cl)c3O)cc12
  0.3%, -3.3%, i, 0.0, 13%, 29%, 3%, 8%, -28%, 3.1%
#50 CC1CCN(c2cc(N3CCOCC3)c([N+](=O)[O-])cc2F)CC1
  0.0%, 3.8%, i, 1.1, 12%, 7%, 3%, -16%, -29%, 26%
#51 COCc1cc(C)nc(SCC(=O)N2CCC(C)CC2)c1C#N
  -0.1%, 6.6%, i, 6.5, -27%, -8%, 14%, 10%, -22%, 3.2%
#52 C1CCC(Nc2nnnn2C2CCCCC2)CC1
  -0.2%, 3.3%, i, 0.9, -3%, -7%, -4%, 8%, -24%, -1.6%
#53 CCOC(=O)CSc1nc(C2CC2)cc(-c2ccc(F)cc2)c1C#N
  0.3%, 19%, i, 0.3, -26%, 3%, 22%, 21%, -31%, 0.9%
#54 O=C(c1ccc(F)cc1)c1c[nH]c(C(=O)NCCCN2CCOCC2)c1
  -0.4%, -1.2%, i, 2.3, 0%, 15%, -5%, 3%, 12%, -1.8%
#55 CCOCCCn1c(=NC(=O)c2cccs2)c(C#N)cc2c(=O)n3cccc(C)c3nc21
  -0.1%, 38%, i, 0.5, -9%, 13%, -1%, -2%, 19%, 15%
#56 CCOC(=O)CSc1nc2ccc(C)cc2n2cnnc12
  -0.2%, -1.2%, i, 0.5, -27%, -5%, 5%, -13%, -19%, -2.3%

These rows are one share of the data; the hit share may differ from the screen's.
